# Assay outcomes as filed in PubChem BioAssay.
# LDHA inh – LDHA (human) enzyme inhibition; 480,000 compounds, 0.15% hits; purified LDHA, NADH/diaphorase-resazurin fluorescence; hits give low values; activity change, % (values are at about 110 or 230 µM); AID 1347041; in the data active = activity change below about -30%;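 also: plate controls were DMSO wells for no effect and wells without enzyme for full effect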
#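 Enzyme activity of human lactate dehydrogenase 5 (2 nM; 0.06 mM NADH, 0.2 mM pyruvate, 5 min, RT) is measured via a resazurin/diaphorase fluorescence readout of residual NADH.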
# Active calls of the source: *; & = joins results of further samples.
LDHA inh	Structure
-2	COc1ccc(C(=O)CSC(=S)N2CCCCC2)cc1
-10	N#Cc1c(Cl)cccc1Oc1ccc([S+](=O)([O-])N2CCN([S+](=O)([O-])c3c(F)cccc3F)CC2)cc1
11&3	C[C@@H](NC(c1ccc(F)cc1)c1ccc2cccnc2c1O)c1ccccc1 (some centres undefined)
-1	COc1cccc(C(=O)NC2CCN(C#N)CC2)c1
4	O=C(CSc1nnc(-c2cccc([S+](=O)([O-])NC3CCCC3)c2)n1-c1ccc(F)cc1)Nc1ccc(C(=O)O)cc1
3	COc1ccc(C(=O)Nc2ccc(-c3nc4ccccc4[nH]3)cc2)cc1OC
25	CC(=O)Nc1sc2c(c1-c1nc3ccccc3s1)CCN(Cc1ccccc1)C2
1	COc1cccc(Nc2nc(C#N)nc(NC3CCCC3)n2)c1
4	O=C(Nc1ccc(-c2nc3ccccc3[nH]2)cc1)c1ccncc1
-2	CSc1ccc(CN2C(=O)C(F)(F)Oc3c(C(C)=O)cccc32)cc1
-2	O=S(=O)(c1ccc2c(c1)OCCO2)N1CCN(S(=O)(=O)c2ccc3nc(Cl)c(Cl)nc3c2)CC1
16	CC(=O)Nc1sc2c(c1-c1nc3ccccc3o1)CCN(C(C)C)C2
-3	O=C(Nc1nnc(-c2ccco2)o1)c1ccc(Cl)c(Cl)c1
-5	c1ccc(-c2nc3c4ccccc4ccn3c2Cc2ccsc2)cc1
-11	Cc1ccc(NS(=O)(=O)c2cc3c(cc2-c2ccco2)NC(=O)CO3)cc1C
3	CC(C)(C)OC(=O)Cc1nnc(CNC(=O)c2ccccc2)s1
17	Cc1ccc(CNc2ccc(N3CCCC3)cc2)cc1
9	Cc1ccc(NS(=O)(=O)c2ccc3c(c2)C(Cl)(Cl)C(=O)N3)cc1C
7	COc1cccc(C2c3c(ncn(CCN4CCOCC4)c3=N)Oc3ccc4ccccc4c32)c1 (centres undefined)
-6	O=C(Nc1ccc2c(c1)OCO2)c1csc(COCCO)n1
-4	CNC(=O)C1CCN(c2nc(-c3ccc(Br)cc3)cs2)CC1
26	NC(=O)c1ccc(O)c2ncccc12
-4	O=C(Nc1cccc(-c2nn3c(=O)cc(N4CCNCC4)nc3s2)c1)c1ccncc1
-2	O=S1(=O)N=C(Oc2ccccc2-c2ccccc2)c2ccccc21
5	O=C1Cc2cc(S(=O)(=O)N3CCN(c4ccc(Cl)cc4)CC3)ccc2N1

# Additional structures.
LDHA inh	Structure
-2	O=C1c2ccccc2C(=O)N1c1ccncc1
-3	N#Cc1cccc(NS(=O)(=O)c2ccc3c(c2)CCC(=O)N3)c1
-7	Cc1cccc(C)c1C(O)c1ncc(-c2ccc(F)cc2)[nH]1 (centres undefined)
5	CN1CCN(c2ccc(CNC(=O)c3cccc4c(-c5ccc(F)c(F)c5)coc34)cc2)CC1
-1	O=c1c2[nH]c3cc(Br)sc3c2cnn1Cc1ccccc1F
-4	COc1cc2ncnc(N(C)Cc3cccs3)c2cc1-c1ccc2c(c1)OCO2
-1	COc1ccc(N=C(C)C2C(=O)c3ccccc3C2=O)cc1
-7&-17	O=C(CNC(=O)c1ccccc1)N[C@H](C(=O)Nc1cc(C(F)(F)F)ccc1Cl)c1ccccc1
-2	COc1ccc(Cc2nnc(SC)n2-c2ccc(F)cc2)cc1OC
2	Cc1ccc(S(=O)(=O)N2CCN(c3nc(-c4ccco4)nc4ccccc34)CC2)cc1
0	Cc1cc(C)n2ncc(C(=O)Nc3cccc(C#N)c3)c2n1
-1	O=C(Nc1nnc(-c2ccco2)o1)c1ccc(C(F)(F)F)cc1
9	CC(=O)Nc1sc2c(c1-c1ccc(N3CCN(C)CC3)cc1)CCNC2
3	CC(C)Oc1ccc(-c2csc(N3CCC(C(N)=O)CC3)n2)cc1
-10	CCCCNC(=S)NCCCN(Cc1ccc(Cl)c(Cl)c1)c1ccc(Br)cn1
-18	O=c1[nH]c2ccc(S(=O)(=O)N3CCN(S(=O)(=O)c4c(F)cccc4F)CC3)cc2[nH]c1=O
8	CC(=O)Nc1sc2c(c1-c1cnn(C(C)=O)c1)CCNC2
-2	CCCc1cc(F)c(S(=O)(=O)N2CCN(S(=O)(=O)c3ccc4c(c3)OCCO4)CC2)cc1F
-5	O=C(N1CCc2cc([S+](=O)([O-])N3CCN([S+](=O)([O-])c4c(F)cccc4F)CC3)ccc2C1)C(F)(F)F
-3	CCCC(=O)N1CCC1(C)C(=O)Nc1ccc(-n2cccc2)cc1 (centres undefined)
-2	O=C(CN1C(=O)S/C(=C\c2cccn2-c2ccc(C(=O)O)cc2)C1=O)Nc1cccc(F)c1
-3	CC(C)(C)OC(=O)NC1CCN(c2nc(-c3ccc(Br)cc3)cs2)CC1
7	COc1ccc(C2Nc3ccccc3C(=O)N2CCCN(C)C)cc1COc1ccc(NC(C)=O)cc1 (centres undefined)
1	Cc1cn([C@H]2C[C@H](N[S+](=O)([O-])c3ccc4c(c3)OCCO4)[C@@H](CO)O2)c(=O)[nH]c1=O
2	CC[C@H](C)[C@@H]1OC(=O)[C@@H](C)[C@@H](CC)NC(=O)[C@H](C)N(C)C(=O)C(C)(C)C(=O)C(C)NC(=O)[C@H](Cc2ccccc2)N(C)C(=O)[C@H](C(C)C)N(C)C(=O)CNC(=O)[C@H](CC(C)C)N(C)C(=O)CNC1=O (some centres undefined)

# Next section:
LDHA inh	Structure
45	Cc1ccc2nc3sc(C(=O)NCCCN(C)C)cc3cc2c1
2	C#CCOc1ccc(-c2nnc3n2N=C(c2ccc(OC)c(OCC(C)=O)c2)CS3)cc1
-1	O=C(O)c1ccc(-n2cccc2/C=C2\SC(=O)N(Cc3ccc(F)cc3)C2=O)cc1
2	Fc1cc(F)cc(Nc2nc(NC3CCCC3)nc(C3CO3)n2)c1 (centres undefined)
-3	COc1ccc(C2c3c(nc(CCCc4ccccc4)[nH]c3=O)Oc3ccc4ccccc4c32)cc1OC (centres undefined)
-1	c1nc(NCCc2cnc[nH]2)c2cc(-c3ccc4c(c3)OCO4)ccc2n1
-2	O=C(OCC#CCSc1nnc(-c2cccc3ccccc23)o1)c1ccc(OC(F)(F)F)cc1
-4	O=C(O)c1cccc(S(=O)(=O)N2CCN(S(=O)(=O)c3ccc4c(c3)OCCO4)CC2)c1
-9	Cc1ccccc1N(C)C1=N[S+](=O)([O-])c2ccccc21
3	Cc1ccnc(NC(=S)N2CCN(c3ccc(O)cc3)CC2)c1
0	Cc1ccc(NS(=O)(=O)c2ccc3ccccc3c2)cc1C
-5	Cc1nccn1-c1ccc(NC(=O)[C@H]2O[C@@H](n3cnc4c(N)ncnc43)[C@H](O)[C@@H]2O)cc1
-6	Cc1ccc(NS(=O)(=O)c2cc3c(cc2Cl)CCC(=O)N3)cc1Cl
11	CC(=O)Nc1sc2c(c1-c1nc3ccccc3s1)CNCC2
-17	Cn1c2cc(C=O)sc2c2cnn(Cc3ccccc3F)c(=O)c21
5	CCc1ccc(-c2nn3c(C)nnc3s2)cc1NC(=O)c1ccc(-c2cccc(Cl)c2)o1
-5	CCCS(=O)(=O)NC(=O)C1(C)CCN(C(=O)c2ccccc2C(F)(F)F)C1 (centres undefined)
1	COc1ccc(OC)c(S(=O)(=O)N2CCN(S(=O)(=O)c3ccc4c(c3)OCCO4)CC2)c1
-2	Cc1c(Cl)cccc1NS(=O)(=O)c1cc2c(cc1F)NC(=O)CC2
32	CC(=O)Nc1sc2c(c1-c1cccc3[nH]ncc13)CCNC2
-1	Cc1nc(Nc2nc3ccccc3o2)nc2c1CCCC2
-2	S=C(NCCCNc1ccc(Br)cn1)NCCCc1cnc[nH]1
-3	CN1CCOc2cc(S(=O)(=O)N3CCN(S(=O)(=O)c4c(F)cccc4F)CC3)cnc21
-18	Cc1cn([C@H]2C[C@H](N[S+](=O)([O-])Cc3cccc(Cl)c3)[C@@H](CO)O2)c(=O)[nH]c1=O
-5	Fc1ccc(-c2nc3c4ccccc4ccn3c2Cc2ccccc2C(F)(F)F)cc1

# By substructure, those above with a thiophene ring, fused or not
LDHA inh	Structure
25	CC(=O)Nc1sc2c(c1-c1nc3ccccc3s1)CCN(Cc1ccccc1)C2
16	CC(=O)Nc1sc2c(c1-c1nc3ccccc3o1)CCN(C(C)C)C2
-5	c1ccc(-c2nc3c4ccccc4ccn3c2Cc2ccsc2)cc1
-1	O=c1c2[nH]c3cc(Br)sc3c2cnn1Cc1ccccc1F
-4	COc1cc2ncnc(N(C)Cc3cccs3)c2cc1-c1ccc2c(c1)OCO2
9	CC(=O)Nc1sc2c(c1-c1ccc(N3CCN(C)CC3)cc1)CCNC2
8	CC(=O)Nc1sc2c(c1-c1cnn(C(C)=O)c1)CCNC2
45	Cc1ccc2nc3sc(C(=O)NCCCN(C)C)cc3cc2c1
11	CC(=O)Nc1sc2c(c1-c1nc3ccccc3s1)CNCC2
-17	Cn1c2cc(C=O)sc2c2cnn(Cc3ccccc3F)c(=O)c21
32	CC(=O)Nc1sc2c(c1-c1cccc3[nH]ncc13)CCNC2

# Additional compounds follow:
LDHA inh	Structure
2	Cc1occc1CNc1ncnc2ccc(-c3ccc4c(c3)OCO4)cc12
-1	O=[S+]([O-])(Nc1ccccc1F)c1cccc(NC/C=C/c2ccccc2)c1
-9	COc1ccc(C(F)(F)F)cc1NC(=O)C(OC(=O)CNC(=O)c1ccccc1)c1ccccc1 (centres undefined)
-3	O=C(Nc1ccc2ccccc2c1)Nc1nnc(-c2ccccc2)s1
0	Cn1nnnc1Sc1ncnc2scc(-c3cccc(C#N)c3)c12
-5	CCCC(=O)N1CCC1(C)C(=O)Nc1cc(OC)ccc1OC (centres undefined)
0	O=S1(=O)N=C(Oc2cccc(Cl)c2)c2ccccc21
-3	COc1ccccc1CNc1nc(NCc2ccc(C)cc2C)c2sccc2n1
-1	COc1cccc(C2c3c(ncn(-c4cccc(C)c4)c3=N)Oc3ccc4ccccc4c32)c1 (centres undefined)
-3	CC1CCC(C(C)C)C(NC(=O)c2ccncc2)C1 (centres undefined)
3	COc1ccc(C2Nc3ccccc3C(=O)N2Cc2ccc(CNC(=O)CO)cc2)cc1COc1ccc(NC(C)=O)cc1 (centres undefined)
-4	N#Cc1nc(Nc2cc(F)cc(F)c2)nc(NC2CCCC2)n1
1	Cc1ccc(Cn2ncc3c4sc(C)cc4n(C)c3c2=O)cc1
-5	COc1ccc(C2Nc3ccccc3C(=O)N2Cc2ccccc2)cc1COc1cccc(C(F)(F)F)c1 (centres undefined)
-10	N#Cc1ccc(S(=O)(=O)N2CCN(S(=O)(=O)c3ccc4c(c3)OCCO4)CC2)cc1
2	CC(C)N1Cc2ccc(Nc3nn4c(=O)c5ccccc5nc4s3)cc2C1
-5	N=c1c2c(ncn1-c1ccccc1)Oc1ccc3ccccc3c1C2c1ccc2c(c1)CCO2 (centres undefined)
-5	CC(C)C(=O)N1CCC1(C)C(=O)Nc1ccc2[nH]ccc2c1 (centres undefined)
-1	O=c1cc(N2CCNCC2)nc2sc(-c3ccncc3)nn12
-4	N#CC1CCN(c2nc(-c3ccc(Br)cc3)cs2)CC1
-4	CC(NC(=O)c1cccc2c1Oc1ccccc1S2)C(=O)O (centres undefined)
0	COc1cccc(C2c3c(ncn(-c4cccc(Br)c4)c3=N)Oc3ccc4ccccc4c32)c1 (centres undefined)
2	O=C(CSc1nc2ccccc2[nH]1)N1CCOCC1
22	Oc1ccc(CNc2ccc(C(F)(F)F)cc2F)c2cccnc12
-8	N#Cc1nc(Nc2ccc(Br)cc2)nc(NC2CCCC2)n1

# Laid out differently: results already given
COc1ccc(C(F)(F)F)cc1NC(=O)C(OC(=O)CNC(=O)c1ccccc1)c1ccccc1 (centres undefined)
  LDHA inh = -9

O=C(Nc1ccc2ccccc2c1)Nc1nnc(-c2ccccc2)s1
  LDHA inh = -3

# An excerpt of these results, tab-delimited.
Structure	LDHA inh
Oc1ccc(CNc2ccc(C(F)(F)F)cc2F)c2cccnc12	22
COc1cccc(C2c3c(ncn(-c4cccc(Br)c4)c3=N)Oc3ccc4ccccc4c32)c1 (centres undefined)	0
N#CC1CCN(c2nc(-c3ccc(Br)cc3)cs2)CC1	-4
N#Cc1nc(Nc2cc(F)cc(F)c2)nc(NC2CCCC2)n1	-4

# Remaining list, next part
LDHA inh	Structure
3	COc1ccc(C(=O)N(Cc2ccccc2)Cc2cccs2)c(O)c1
-6	COc1ccc(NS(=O)(=O)c2ccccc2)cc1NS(=O)(=O)c1ccccc1
-13	COc1ccc(NC(=O)CN2C(=O)N/C(=C\c3cccn3-c3ccc(C(=O)NC#N)cc3)C2=O)cc1
1	COc1cc(-c2ccc3ncnc(NCc4cccs4)c3c2)cc(OC)c1OC
4	O=S(=O)(c1ccccc1)N1CCN(c2nccc(-c3cccs3)n2)CC1
-16	O=S(=O)(c1ccc2c(c1)OCO2)N1CCN(S(=O)(=O)c2c(F)cccc2F)CC1
-1	Cc1ccccc1C(NC(=O)C1CCN(Cc2ccc(Oc3ccccc3)cc2)CC1)c1ccsc1 (centres undefined)
-1	Cc1ccc(NS(=O)(=O)c2ccc3c(c2)N(C)C(=O)CO3)cc1C
-4	Cc1c(C(O)(c2ccccc2)c2ccccc2)[n+]2ccccc2n1C
0	CCOC(=O)c1cc(OC)c2cccc(CN3CCC(C)(C(=O)NCCOC)C3)c2c1 (centres undefined)
-2	Cc1cc2c(s1)c1cnn(Cc3ccc(S(C)(=O)=O)cc3)c(=O)c1n2C
5	CC(=O)Nc1cc2c(s1)CNCC2
1	Cc1ccnc(NC(=S)N2CCN(c3ccc(Cl)cc3)CC2)c1
-5	O=C(N/C=C/c1ccccc1)c1cccc([S+](=O)([O-])Nc2ccccc2F)c1
-1	COc1ccc(-c2ccc3ncnc(NCC4CCCO4)c3c2)cc1OC (centres undefined)
12	CC(c1ccco1)N(C)c1ncnc2ccc(-c3ccc4c(c3)OCO4)cc12 (centres undefined)
-2	COc1cccc(CNC(=O)[C@@H]2CCCN2C(=O)[C@H]2CCCCN2C(=O)c2cccc3ccccc23)c1
2	S=C(NCCCc1cnc[nH]1)NCCN(Cc1ccc(Cl)c(Cl)c1)c1ccc(Br)cn1
-5	O=C(c1cccs1)c1nonc1C(=O)c1cccs1

# The list is partial (hit frequency here may not be typical).
